Bioassay records (PubChem)
PP1 counter: PP1-alpha phosphatase inhibitors, primary screen, counter-screen for PP5 inhibitor project, biochemical, fluorescence, OMFP substrate, single point | Serine/threonine-protein phosphatase PP1-alpha catalytic subunit (Homo sapiens), P62136 | purified PP1alpha | inhibition, % at 6.7 µM | actives 0.9% (n = 320,000);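 active = inhibition above the mean inhibition of all tested compounds plus 3 SD, computed separately for each screening campaign, cut at about 15% in these data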
Target sequence (P62136 whole entry, looked up): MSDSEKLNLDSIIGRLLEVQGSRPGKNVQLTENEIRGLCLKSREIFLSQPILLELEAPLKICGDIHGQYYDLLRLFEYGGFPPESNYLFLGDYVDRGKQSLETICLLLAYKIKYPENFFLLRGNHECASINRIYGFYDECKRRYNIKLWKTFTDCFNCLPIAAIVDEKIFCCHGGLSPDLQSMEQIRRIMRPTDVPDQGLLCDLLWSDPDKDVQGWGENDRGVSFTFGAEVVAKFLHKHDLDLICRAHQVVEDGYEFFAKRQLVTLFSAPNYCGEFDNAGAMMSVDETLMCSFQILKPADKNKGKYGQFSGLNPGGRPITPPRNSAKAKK
GASC-1 inh: inhibitors of GASC-1 histone demethylase, primary screen, biochemical, fluorescence, DELFIA europium. actives 0.069% (n = 330,000). GST-JMJD2C(1-420) H3K9me3 demethylation. Lysine-specific demethylase 4C (Homo sapiens), Q9H3R0. inhibition, % at 2.35 µM;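 active = more than half of a compound's replicate wells show inhibition beyond 50%, single wells judged on their own value; inconclusive = some, but no more than half, of replicates pass 50% inhibition; inactive = no replicate passes 50% inhibition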;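 note: signal counts dimethyl H3K9 product captured on neutravidin plate; 0% = median of DMSO wells and 100% = 0.3 times that DMSO median; strong numbers were not always called active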
Target sequence (Q9H3R0 1-420 limits assumed): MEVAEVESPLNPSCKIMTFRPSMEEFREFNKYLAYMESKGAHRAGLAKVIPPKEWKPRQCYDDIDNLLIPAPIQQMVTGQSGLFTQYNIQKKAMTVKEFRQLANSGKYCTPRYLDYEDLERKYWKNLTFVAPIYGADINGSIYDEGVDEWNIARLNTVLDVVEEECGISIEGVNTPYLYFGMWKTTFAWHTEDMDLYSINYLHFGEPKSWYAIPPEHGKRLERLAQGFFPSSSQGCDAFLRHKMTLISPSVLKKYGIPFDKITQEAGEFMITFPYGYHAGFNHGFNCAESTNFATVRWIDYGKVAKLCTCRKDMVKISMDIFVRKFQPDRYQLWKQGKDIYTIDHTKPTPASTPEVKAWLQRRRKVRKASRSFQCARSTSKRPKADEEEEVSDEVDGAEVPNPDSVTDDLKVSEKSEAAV
procasp7 counter: procaspase-7 activators, primary screen, counter-screen for procaspase-3 activator project, biochemical, absorbance, HTS, human. Caspase-7 (Homo sapiens), P55210. recombinant procaspase-7, Ac-DEVD-pNA absorbance 405 nm; D23A/D198A/D206A triple mutant, cannot self-cleave; scale: DMSO 0, 5 µM enzyme 100. activation, % at 8.5 µM. actives 0.093% (n = 330,000). AID 463210, 2010;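 active = percent activation above the screen-wide mean plus 3 SD, cut at about 25% in these data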
Target sequence (P55210 whole entry D23A/D198A/D206A): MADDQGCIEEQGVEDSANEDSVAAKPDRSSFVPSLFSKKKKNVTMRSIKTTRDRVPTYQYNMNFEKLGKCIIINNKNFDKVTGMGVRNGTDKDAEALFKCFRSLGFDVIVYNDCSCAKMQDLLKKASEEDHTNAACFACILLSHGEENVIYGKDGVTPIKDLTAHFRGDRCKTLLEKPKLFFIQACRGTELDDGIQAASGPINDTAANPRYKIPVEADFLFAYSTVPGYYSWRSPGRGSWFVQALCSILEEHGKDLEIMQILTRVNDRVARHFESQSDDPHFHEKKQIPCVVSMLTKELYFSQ
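Detection: p-Nitroaniline absorbance at 405 nm, read at 0 and 120 min; system: Uncleavable procaspase-7 mutant enzyme; evaluation: % activation from two-timepoint absorbance difference, scaled to controls; times: 1 h enzyme–compound preincubation and 2 h substrate reaction, both 25 °C; buffer or medium: Zinc-free HEPES pH 7.4 with 300 mM NaCl, 0.01% Triton X-100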
core dimer inh: inhibitors of HCV core protein dimerization, primary screen, biochemical, TR-FRET, high-throughput; TR-FRET GST/Flag-core106 dimerization, 1536-well; inhibition, % at 5 µM; actives 0.33% (n = 300,000); AID 1899, 2009;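 active = inhibition above the mean of all tested compounds plus 3 SD, set per screening campaign, cut at about 45% in these data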
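Test system: GST/Flag-tagged HCV core106 proteins; Medium: KF-containing HEPES buffer, pH 7.45, DTT, CHAPS, BSA; Times: compound-protein-antibody incubation 4 h at 22.5 °C; Detection: TR-FRET 671 and 617 nm emission; Benchmarks: wells lacking GST-core106 and wells with excess unlabelled core106.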
Efflux pump inh: inhibitors of Candida efflux pumps in yeast, primary screen, S. cerevisiae, Nile Red, multiplex; actives 0.44% (n = 330,000); S. cerevisiae Candida pump triplex; AID 485275, 2010; inhibition, % at 10 µM;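 active = plate passing quality check with inhibition over a set limit, or well fluorescence over plate mean plus 4 SD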;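 note: Nile Red retained in pooled yeast measured as flow cytometry median fluorescence; 0% = buffer negative control and 100% = Enniatin B positive control; higher means more Nile Red kept so more efflux inhibition; some compounds called inactive have numbers as strong as hits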
Fh CTSL1 inh: Fasciola hepatica cathepsin L1 inhibitors, primary screen, counter-screen for PFM18AAP inhibitor project, biochemical, QFRET, fluorogenic peptide substrate. recombinant F. hepatica cathepsin L1, Z-Leu-Arg-MCA fluorescence. inhibition, % at 5.96 µM. actives 0.49% (n = 300,000);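 active = inhibition above the mean of all tested compounds plus 3 SD, set per screening campaign, cut at about 17% in these data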;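 note: 0% = plate median of test compound wells and 100% = 1 µM Z-Phe-Ala-diazomethylketone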
TPT1 inh: Candida albicans TPT1 enzyme inhibitors, primary screen, biochemical, fluorescence polarization; recombinant caTPT1, FP RNA substrate dephosphorylation; tRNA 2'-phosphotransferase TPT1 (Candida albicans SC5314); actives 0.81% (n = 300,000); inhibition, % at 5 µM;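 active = inhibition above the mean of all tested compounds plus 3 SD, set per screening campaign, cut at about 24% in these data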;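 note: plate controls were DMSO alone for no effect and ferristatin control at 100 nM for full effect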
proCasp3 act: activators of human procaspase-3 D3A mutant, primary screen, biochemical, absorbance, PC-3 D3A mutant, single concentration; recombinant procaspase-3 D3A, Ac-DEVD-pNA absorbance 405 nm; AID 463141, 2010; actives 0.11% (n = 330,000); activation, % at 8.5 µM; Caspase-3 (Homo sapiens), P42574;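 active = activation above the mean of all tested compounds plus 3 SD, cut at about 21% in these data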;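 note: 0% = DMSO alone and 100% = DMSO wells spiked with extra 5 µM PC-3 D3A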
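Evaluation: percent activation relative to control range; Material: Procaspase-3 D3A mutant, all three cleavage aspartates alanine; Compound: single dose, 8.5 µM nominal compound, 0.8% DMSO; Replication: one well per compound; Signal: absorbance at 405 nm, 0 and 120 min; Schedule: 1 h preincubation plus 2 h reaction at 25 °C.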
PP5 primary: PP5 phosphatase inhibitors, primary screen, biochemical, fluorescence. purified PP5c, OMFP substrate fluorescence. inhibition, % at 6.7 µM. actives 0.18% (n = 320,000);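 active = inhibition above the campaign's mean inhibition across all tested compounds plus 3 SD, cut at about 9.5% in these data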;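 note: 0% = DMSO only and 100% = 100 µM cantharidin control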
Starred values were filed as active, the others as inactive.

How did CC1CCN(C(=O)c2ccc(S(=O)(=O)Cc3cccc(F)c3)c([N+](=O)[O-])c2)CC1 do in these assays?
PP1 counter: -1; GASC-1 inh: -4; procasp7 counter: 3; core dimer inh: 4; Efflux pump inh: -0.1; Fh CTSL1 inh: -2; TPT1 inh: -4; proCasp3 act: -2; PP5 primary: -0.9

What do the screens show for `Cn1nccc1C(=O)Nn1cnnc1`?
PP1 counter: -3; GASC-1 inh: -2; procasp7 counter: 16; core dimer inh: -1; Efflux pump inh: -0.1; Fh CTSL1 inh: 1; TPT1 inh: -7; proCasp3 act: 4; PP5 primary: 0.1

What do the screens show for `Cc1csc(NC(=O)C2C3C=CC(O3)C2C(=O)O)n1` (configuration not stated)?
PP1 counter: -2; GASC-1 inh: -4; procasp7 counter: 1; core dimer inh: -1; Efflux pump inh: -0.2; Fh CTSL1 inh: 3; TPT1 inh: -4; proCasp3 act: -12; PP5 primary: 16*

How did O=C(c1ccc([N+](=O)[O-])cc1)N1CCN(Cc2ccccc2)CC1 do in these assays?
PP1 counter: -2; GASC-1 inh: -4; procasp7 counter: 1; core dimer inh: -4; Efflux pump inh: 0.2; Fh CTSL1 inh: -2; TPT1 inh: 1; proCasp3 act: 0; PP5 primary: 4.1

Results for O=C(COC(=O)CCc1ccccc1)NNC(=O)c1ccccc1 ?
GASC-1 inh: -5; procasp7 counter: 1; Efflux pump inh: 0.0; proCasp3 act: -6

How did COC(=O)c1ccc(N/N=C/c2cc([N+](=O)[O-])cc(OC)c2O)cc1 do in these assays?
PP1 counter: 0; GASC-1 inh: 5; procasp7 counter: -33; core dimer inh: -7; Efflux pump inh: 0.0; Fh CTSL1 inh: 5; TPT1 inh: 4; proCasp3 act: -17; PP5 primary: -1.2

How did CC(C)COP(=O)(OCC(C)C)C(O)c1ccc2c(c1)OCO2 (configuration not stated) do in these assays?
PP1 counter: 4; GASC-1 inh: -1; procasp7 counter: 8; core dimer inh: 0; Efflux pump inh: 0.1; Fh CTSL1 inh: 6; TPT1 inh: 2; proCasp3 act: -3; PP5 primary: 0.0

How did COc1ccc(-c2cc(C(F)(F)F)nc(N3CCOCC3)n2)cc1OC do in these assays?
PP1 counter: 2; GASC-1 inh: 192; procasp7 counter: 14; core dimer inh: 2; Efflux pump inh: 0.0; Fh CTSL1 inh: 0; TPT1 inh: -2; proCasp3 act: 2; PP5 primary: 3.4

What do the screens show for `COc1ccc(NC(=O)CCN2C(=O)[C@@H]3[C@H](C2=O)[C@H]2C=C[C@@H]3C2)cc1`?
PP1 counter: -3; GASC-1 inh: -5; procasp7 counter: -3; core dimer inh: -5; Efflux pump inh: 0.0; Fh CTSL1 inh: -7; TPT1 inh: 0; proCasp3 act: 2; PP5 primary: 0.3

What do the screens show for `COCCNC(=O)c1ccc2c(c1)C(=O)c1ccccc1-2`?
PP1 counter: -1; GASC-1 inh: -2; procasp7 counter: -5; core dimer inh: -2; Efflux pump inh: -0.3; Fh CTSL1 inh: 4; TPT1 inh: -4; proCasp3 act: 3; PP5 primary: -2.6

What do the screens show for `ClCc1csc(-c2ccccc2Cl)n1`?
PP1 counter: 0; GASC-1 inh: -11; procasp7 counter: 6; core dimer inh: 2; Efflux pump inh: -0.1; Fh CTSL1 inh: 0; TPT1 inh: -1; proCasp3 act: -7; PP5 primary: 2.0

What do the screens show for `CCn1ncc(/C=N/N=C2\CCC3C4CCc5cc(O)ccc5C4CCC23C)c1C` (configuration not stated)?
PP1 counter: 9; GASC-1 inh: 38; procasp7 counter: 15; core dimer inh: 9; Efflux pump inh: -0.1; Fh CTSL1 inh: -2; TPT1 inh: 1; proCasp3 act: 3; PP5 primary: 1.9

What do the screens show for `Cc1cccc(NC(=O)CSc2nnc(CCC(=O)Nc3ccc(C)c(Cl)c3)n2C)c1`?
PP1 counter: -3; GASC-1 inh: -14; procasp7 counter: 6; core dimer inh: -2; Efflux pump inh: 1.7; Fh CTSL1 inh: 3; TPT1 inh: -3; proCasp3 act: 1; PP5 primary: 2.6

What do the screens show for `CCOc1ccccc1N1CCN(C(=O)CN2C(=O)NC3(CCCC3)C2=O)CC1`?
PP1 counter: 0; GASC-1 inh: inconclusive; procasp7 counter: 2; core dimer inh: -4; Efflux pump inh: -0.1; Fh CTSL1 inh: 9; TPT1 inh: 0; proCasp3 act: 1; PP5 primary: -0.3

How did CC1(C)CC(=O)/C(=C\c2cccc([N+](=O)[O-])c2)C(C)(C)N1 do in these assays?
PP1 counter: 4; GASC-1 inh: 6; procasp7 counter: 8; core dimer inh: -13; Efflux pump inh: -0.5; Fh CTSL1 inh: 3; TPT1 inh: 0; proCasp3 act: 9; PP5 primary: -3.4

What do the screens show for `Cc1ccc(C2CCN(C(=S)NC(C)C)C2)cc1` (configuration not stated)?
PP1 counter: 0; GASC-1 inh: 7; procasp7 counter: -2; core dimer inh: -3; Efflux pump inh: -0.1; Fh CTSL1 inh: 0; TPT1 inh: -2; proCasp3 act: -2; PP5 primary: 0.3

What do the screens show for `CCOc1ccc(N(CC(=O)Nc2ccc(C)cc2)S(=O)(=O)c2c(C)noc2C)cc1`?
PP1 counter: 0; GASC-1 inh: 6; procasp7 counter: 4; core dimer inh: 1; Efflux pump inh: 0.0; Fh CTSL1 inh: -1; TPT1 inh: -4; proCasp3 act: 4; PP5 primary: 2.4

How did O=C(N/N=C/c1ccc(F)c(F)c1)c1cccc(S(=O)(=O)N2CCCCC2)c1 do in these assays?
PP1 counter: 0; GASC-1 inh: -14; procasp7 counter: 3; Efflux pump inh: 0.1; proCasp3 act: 1; PP5 primary: 1.4

What do the screens show for `Cc1ccc(-n2ncc3c(NNC(=O)c4ccco4)ncnc32)cc1C`?
PP1 counter: -2; GASC-1 inh: -3; procasp7 counter: -5; core dimer inh: 0; Efflux pump inh: -0.1; Fh CTSL1 inh: 2; TPT1 inh: -1; proCasp3 act: -2; PP5 primary: 1.1

What do the screens show for `Cn1nccc1C(=O)N1CCC(Cc2ccccc2)CC1`?
PP1 counter: -4; GASC-1 inh: -8; procasp7 counter: 3; core dimer inh: 2; Efflux pump inh: -0.3; Fh CTSL1 inh: -2; TPT1 inh: 0; proCasp3 act: 8; PP5 primary: 1.7

The last two entries of the part before are carried over, then new ones follow:
What do the screens show for `Cc1ccc(-n2ncc3c(NNC(=O)c4ccco4)ncnc32)cc1C`?
PP1 counter: -2; GASC-1 inh: -3; procasp7 counter: -5; core dimer inh: 0; Efflux pump inh: -0.1; Fh CTSL1 inh: 2; TPT1 inh: -1; proCasp3 act: -2; PP5 primary: 1.1

What do the screens show for `Cn1nccc1C(=O)N1CCC(Cc2ccccc2)CC1`?
PP1 counter: -4; GASC-1 inh: -8; procasp7 counter: 3; core dimer inh: 2; Efflux pump inh: -0.3; Fh CTSL1 inh: -2; TPT1 inh: 0; proCasp3 act: 8; PP5 primary: 1.7

Results for Cc1ccc2nc3n(c2c1)CCCN3 ?
PP1 counter: -4; GASC-1 inh: -5; procasp7 counter: -7; core dimer inh: -1; Fh CTSL1 inh: -1; TPT1 inh: -2; proCasp3 act: 6; PP5 primary: 0.2

How did O=C(O)c1cc(S(=O)(=O)N2CCCCCC2)ccc1Cl do in these assays?
PP1 counter: 1; GASC-1 inh: 9; procasp7 counter: -5; core dimer inh: -2; Efflux pump inh: 0.1; Fh CTSL1 inh: 1; TPT1 inh: 1; proCasp3 act: -3; PP5 primary: 0.2

How did CCOC(=O)C1=C(C)NC(C)=C(C(=O)OCC)C1C(=O)OCC(=O)N(C)C do in these assays?
PP1 counter: -2; GASC-1 inh: -3; procasp7 counter: 10; core dimer inh: -2; Efflux pump inh: 0.0; Fh CTSL1 inh: -3; TPT1 inh: -2; proCasp3 act: 10; PP5 primary: 0.6

Results for Cc1cnn(C(=S)NCc2ccco2)c1 ?
PP1 counter: -6; GASC-1 inh: -9; procasp7 counter: -12; core dimer inh: 6; Efflux pump inh: 0.0; Fh CTSL1 inh: 4; TPT1 inh: -1; proCasp3 act: -6; PP5 primary: 0.7

Results for Cc1cccc(NC(=O)Cc2cccs2)n1 ?
PP1 counter: -1; GASC-1 inh: -6; procasp7 counter: 4; core dimer inh: -1; Efflux pump inh: -0.1; Fh CTSL1 inh: 0; TPT1 inh: -1; proCasp3 act: -1; PP5 primary: -1.3

Results for CC(C)C(=O)NC(=S)Nc1sc2c(c1C(N)=O)CCCC2 ?
PP1 counter: 1; GASC-1 inh: 0; procasp7 counter: -9; core dimer inh: 4; Efflux pump inh: 0.0; Fh CTSL1 inh: 0; TPT1 inh: 2; proCasp3 act: -3; PP5 primary: 3.0

What do the screens show for `CC12CN(Cc3ccccc3)CC(C)(CN(Cc3ccccc3)C1)C2=O`?
PP1 counter: -8; GASC-1 inh: -3; procasp7 counter: 8; core dimer inh: -3; Efflux pump inh: 0.0; Fh CTSL1 inh: -3; TPT1 inh: -2; proCasp3 act: 10; PP5 primary: -3.7

How did N#C/C(=C\c1c(N2CCCCC2)nc2ccccn2c1=O)C(=O)NCc1ccco1 do in these assays?
PP1 counter: -3; GASC-1 inh: -2; procasp7 counter: 0; core dimer inh: -2; Efflux pump inh: 0.0; Fh CTSL1 inh: 1; TPT1 inh: 4; proCasp3 act: 0; PP5 primary: 3.9

Results for CCc1nnc(NC(=O)CSc2nnc(C)n2CC2CCCO2)s1 (configuration not stated) ?
PP1 counter: -1; GASC-1 inh: 3; procasp7 counter: 12; core dimer inh: 1; Efflux pump inh: -0.2; Fh CTSL1 inh: -2; TPT1 inh: -2; proCasp3 act: 12; PP5 primary: -0.7

Results for Cc1ccnc(NS(=O)(=O)c2ccc(NC(=O)Cc3ccc(Cl)cc3)cc2)n1 ?
PP1 counter: -4; GASC-1 inh: -3; procasp7 counter: 9; core dimer inh: 12; Efflux pump inh: -0.2; Fh CTSL1 inh: 5; TPT1 inh: -3; proCasp3 act: -2; PP5 primary: 0.1

How did Cn1c(=O)c2c(SCC(=O)N3CCCc4ccccc43)nc(CC(C)(C)C)nc2n(C)c1=O do in these assays?
PP1 counter: 8; GASC-1 inh: -6; procasp7 counter: -3; core dimer inh: 30; Efflux pump inh: 0.1; Fh CTSL1 inh: -2; TPT1 inh: -2; proCasp3 act: 6; PP5 primary: -0.4
